Screening data deposited in PubChem by several laboratories.
sdo1 growth: growth rescue of sdo1-depleted yeast, primary screen, S. cerevisiae, bone marrow failure model; S. cerevisiae sdo1-depleted JHY4D growth rescue, OD600 30 h; hits give high values; pdr5 snq2 efflux-pump mutant strain; z-score at 10 µM; 140,000 compounds, 0.21% hits; AID 817, 2007;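 active = z-score above 3 at both the 24 hr and the 30 hr optical density reads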;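 also: z-score against mean and SD of all compound wells on the same plate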
INS promoter inh: inhibitors of insulin promoter-driven GFP, primary screen, imaging, TRM-6 cells (human fetal islet line), eGFP reporter, cell count | reporter expression induced with tamoxifen | inhibition, % at 2 µM | 130,000 compounds, 0.9% hits | AID 1273, 2008;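 active = inhibition above the mean plus 3 SD, with well images judged a real hit on visual review, cut at about 60% in these data, passing the limit was not always enough; inconclusive = inhibition over the cutoff but images rejected on review; inactive = inhibition not above the cutoff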
sdo1 growth Rescue 24 h: also measured in sdo1 growth; calls as there; z-score; S. cerevisiae sdo1-depleted JHY4D growth rescue, OD600; measured here: growth rescue at 24 h;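 0 is the plate mean of compound wells and units are plate SD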
Active calls of the source: *; i = inactive; u = inconclusive; x = no result given. An excerpt, so the mix of outcomes need not match the whole.

sdo1 growth	sdo1 growth Rescue 24 h	INS promoter inh	Structure
-1.6	-1.5	35	Cn1c(SCC(=O)N2CCN(c3ccccc3)CC2)nnc1-c1cc2ccccc2o1
0.07	1.8	x	CN(C(=O)c1cccnc1)c1nnc(-c2cccnc2)s1
x	x	33	O=c1[nH]ncc(N2CCN(Cc3ccccc3)CC2)c1Cl
1.4	0.44	x	O=C(O)C1C2C=CC3(CN(CC(O)COc4ccccc4)C(=O)C13)O2 (stereo not given)
0.62	-0.33	23	CCCc1cc(C(=O)OC)c2ccccc2n1
-0.22	-0.37	-17	CCn1c(CSc2ncccn2)nnc1SCC(=O)N1CCc2ccccc21
-2.6	-1.5	53	Fc1ccc(N2CCN(C(c3cccs3)c3nnnn3CCc3ccccc3)CC2)cc1 (stereo not given)
-0.69	0.04	x	CCOC(=O)CSCC(=O)N1N=C(c2cccs2)CC1c1ccc(F)cc1 (stereo not given)
-0.03	-0.69	11	COc1cc(CC(=O)Nc2ncc(C)s2)cc(OC)c1OC
0.17	-0.36	0	O=C1CSC2=NCN(c3ccccc3)CN12
-1.6	-1.3	x	Fc1ccc(C2CC(c3cccs3)=NN2C(=S)Nc2ccccc2)cc1 (stereo not given)
0.4	-0.15	38	Cn1c(=O)n(C)c2cc(C(=O)Nc3ccc4c(c3)OCO4)ccc21
-2.1	-1.1	49	Cc1c(CCOC(=O)CC23CC4CC(CC(C4)C2)C3)sc[n+]1CC(=O)c1ccc(Br)cc1
-0.32	0.04	x	CC(C)(C)c1nn2cnnc2n(/N=C/c2cccc3ccccc23)c1=O
-0.89	-0.77	12	COCCn1nnnc1C(c1ccccc1)N1CCN(c2ccccc2)CC1 (stereo not given)
-0.03	1.7	-7	Cc1cc(C)cc(OCC(=O)Nc2ccc3c(c2)C(=O)c2ccccc2C3=O)c1
0.52	-0.51	29	COc1cc(/C=N/Nc2nc3ccccc3[nH]2)ccc1O
x	x	i	Cc1cc(C)cc(NC(=O)CSc2ccccc2)c1
0.51	0.47	-15	CCn1c(SCC(=O)OC(C)C)nnc1-c1cccc(Cl)c1
0.81	-0.48	81*	c1ccc(OCCOCCSc2ncccn2)cc1
0.36	0.42	x	O=C(C1CCCN(Cc2ccccc2)C1)N1CCCCC1 (stereo not given)
0.67	0.36	-20	N#Cc1ccc(OCC(=O)NCCc2ccccn2)cc1
0.47	0.65	x	CC(C)c1ccc(C2N3CC4([N+](=O)[O-])CN2CC([N+](=O)[O-])(C3)C4(C)C)cc1 (stereo not given)
0.45	-0.24	-33	CC(C)(C)c1cccc(Oc2nn[nH]n2)c1
-0.69	-1.6	38	CCOC(=O)c1ccc(NC(=O)CSCC(=O)OCC(=O)c2ccccc2)cc1
0.26	-0.39	u	COc1ccc2[nH]c(=O)c(CN(C(C)=O)c3cccc(C)c3)cc2c1
-0.85	-0.55	-41	N#Cc1ccc(C(c2nnnn2C2CCCC2)N2CCC(Cc3ccccc3)CC2)cc1 (stereo not given)
0.3	0.15	-12	Cc1nc2nc(C)c(CCC(=O)N3CCc4ccccc43)c(C)n2n1
-0.4	-1.3	-28	COc1cccc(CNCCNC(=O)c2ccco2)c1OC
-1.2	-0.55	9	O=C(c1csc2c1CCCC2)N1CCN(c2cccc(C(F)(F)F)c2)CC1
0.37	0.36	-24	O=C(NC(Nc1ncc(S(=O)(=O)c2ccc([N+](=O)[O-])cc2)s1)(C(F)(F)F)C(F)(F)F)c1ccc(Cl)cc1
0.57	0.29	0	Cc1ccc(S(=O)(=O)N2c3ccccc3NC(=O)CC2C)cc1 (stereo not given)
x	x	7	Cn1cccc1C(=O)NC(=O)COC(=O)c1cc(S(=O)(=O)N2CCCCC2)ccc1Cl
0.3	-0.15	35	NNC(=O)c1nc(-c2ccccc2)n2c1CCCCC2
-0.59	-1.6	19	CC1(C)CC(=O)C2=C(C1)N(CC1CCCO1)C(=O)C2(O)C(F)(F)F (stereo not given)
-0.22	0.86	-21	Cc1ccc(-c2cc(C(F)F)n3ncc(C(=O)Nc4ccc(S(=O)(=O)Nc5ccccc5C)cc4)c3n2)cc1

Given with values under each structure: part of the list above
Values run as follows: sdo1 growth	sdo1 growth Rescue 24 h	INS promoter inh
- CCOC(=O)c1ccc(NC(=O)CSCC(=O)OCC(=O)c2ccccc2)cc1
  -0.69	-1.6	38
- COc1ccc2[nH]c(=O)c(CN(C(C)=O)c3cccc(C)c3)cc2c1
  0.26	-0.39	u
- N#Cc1ccc(C(c2nnnn2C2CCCC2)N2CCC(Cc3ccccc3)CC2)cc1 (stereo not given)
  -0.85	-0.55	-41
- Cc1nc2nc(C)c(CCC(=O)N3CCc4ccccc43)c(C)n2n1
  0.3	0.15	-12
- COc1cccc(CNCCNC(=O)c2ccco2)c1OC
  -0.4	-1.3	-28
- O=C(c1csc2c1CCCC2)N1CCN(c2cccc(C(F)(F)F)c2)CC1
  -1.2	-0.55	9
- O=C(NC(Nc1ncc(S(=O)(=O)c2ccc([N+](=O)[O-])cc2)s1)(C(F)(F)F)C(F)(F)F)c1ccc(Cl)cc1
  0.37	0.36	-24

Next records follow.
sdo1 growth	sdo1 growth Rescue 24 h	INS promoter inh	Structure
-0.28	-0.82	-22	O=C(NNC(=O)c1ccccc1-n1cccc1)c1ccc(Cl)c(Cl)c1
0.72	1.4	6	NC(=O)CSc1nnc(COc2ccccc2)n1CCc1ccccc1
-0.64	1.3	10	CCNC(=S)N(CCc1c(C)[nH]c2ccccc12)Cc1cc(OC)c(OC)c(OC)c1
-0.85	-0.72	31	COc1ccc(C(C)=O)cc1CSc1nc2ccccc2c(=O)n1-c1ccccc1C
1.4	0.35	-14	Cc1cc(Nc2ccc(Cl)cc2)nc(N)n1
-0.22	0.11	-37	O=C(Cc1ccccc1F)Nc1ccc(SC(F)F)cc1
-0.38	-0.93	-9	O=C(CCn1cnc2ccccc2c1=O)Nc1cccc(Cl)c1
-0.64	0.43	21	Cc1ccc2c(c1)sc1nc(=O)n(-c3ccc(Cl)cc3)c(=O)n12
0.74	0.8	-38	O=C(NCc1ccc(F)cc1)C1CCN(S(=O)(=O)N2CCCCC2)CC1
0.28	0.26	x	CCOC(=O)N1CCC(n2c(SCC(=O)Nc3nccs3)nc3ccsc3c2=O)CC1
0.05	-0.51	-3	Cc1ccc(OC(=O)N2CCOCC2)cc1
0.43	0.16	-6	O=C(C1CCCN(CCCc2ccccc2)C1)N1CCCCC1 (stereo not given)

2 compounds from above, limited to INS promoter inh and sdo1 growth:
molecule	INS promoter inh	sdo1 growth
O=C(NCc1ccc(F)cc1)C1CCN(S(=O)(=O)N2CCCCC2)CC1	-38	0.74
CCOC(=O)N1CCC(n2c(SCC(=O)Nc3nccs3)nc3ccsc3c2=O)CC1	x	0.28

Going on with the list:
sdo1 growth	sdo1 growth Rescue 24 h	INS promoter inh	Structure
-0.12	-0.15	-35	Cc1ccc(CN2C(=O)CCC2C(=O)NC(C)C)cc1 (stereo not given)
x	x	-7	C/C(=N/NC(=O)CSc1nc2ccccc2n1C)c1ccc(O)cc1
-0.19	-1.1	x	CCCCOc1ccc(/C(N)=N/O)cc1
0.33	-0.05	x	Cc1ccccc1C1CC(c2ccc(F)cc2)Nc2nc(N)nn21 (stereo not given)
0.1	0.53	-5	Cc1ccc(NC(=S)Nc2ccc3nc(-c4ccccn4)c(-c4ccccn4)nc3c2)cc1C
x	x	-25	CCN(C(=O)COC(=O)c1ccccc1NC(=O)c1ccco1)C1CCS(=O)(=O)C1 (stereo not given)
-0.47	-0.96	-21	CC1Oc2ccccc2C=C1/C=N/NC(=O)c1ccccc1 (stereo not given)
x	x	-17	O=C(Nc1ccc(NC(=O)c2cc3ccccc3o2)cc1)c1ccc2c(c1)OCCO2
0.17	-0.92	6	Cc1ccc(OCC(=O)N(Cc2ccccc2)C(C)(C)C)c([N+](=O)[O-])n1
0.22	-0.4	x	CCc1nn(C)c(-c2n[nH]c(=S)n2N)c1Cl
1.2	0.94	-25	O=C(CSc1nnc(CNC(=O)c2cccs2)o1)NCc1ccc(F)cc1
0.43	0.49	x	CCOC(=O)C1=C(O)CSC1=Nc1ccc(Cl)cc1
0.66	1.2	-24	COc1ccc([N+](=O)[O-])cc1NC(=S)Nc1ccccc1
0.91	1.2	-21	CC(C)CC(C(=O)O)C(C)CC(=O)Nc1ccn(-c2ccccc2)n1 (stereo not given)
1.5	1.1	x	CCCn1c(SCC(=O)NCc2ccccc2)nnc1-c1ccncc1
-0.78	-0.69	23	O=C(Oc1c(Cl)cc(Cl)c2cccnc12)N1CCCCC1
-0.24	-0.99	35	CCCCNC(=O)Nc1ccccc1C(=O)NCCC
1.3	-0.35	18	Nc1ncnc2c1ncn2CCN1CCOCC1
0.61	0.1	-29	Cc1ccc(NC(=O)CNS(=O)(=O)c2cccs2)cc1F
x	x	64	O=c1[nH]c(SCc2ccc(F)cc2Cl)nc2ccccc12
-0.16	-0.14	23	COc1ncnc2c1oc1nc(CC(C)C)c3c(c12)CC(C)(C)OC3
-0.02	0.91	-23	CCSc1nnc(-c2cccnc2)n1-c1ccc(C)c(Cl)c1
-0.65	-0.25	0	C=CCN1C(=O)/C(=N/n2cnnc2)c2ccccc21
x	x	42	CCCNC(=O)Cn1cnc2sc(C(=O)N3CCN(Cc4ccc5c(c4)OCO5)CC3)c(C)c2c1=O
-0.11	-0.56	-5	NC(=O)NCc1ccc(C(=O)OCc2ccncc2)cc1
-0.43	-1	-11	Cc1nc2nc(-c3ccc(Cl)cc3)nn2c(C)c1Cl
1.2	1.2	-8	Cc1ccc(/C=N/NC(=O)c2cccs2)o1
-0.12	0.27	x	O=C(NCc1ccco1)c1cc(-c2ccccn2)nc2ccccc12
-0.7	-0.6	-165	COc1ccc(N(C(=O)c2ccco2)S(=O)(=O)c2cccs2)cc1
0.35	0.05	6	COC(=O)C1CCN(c2c([N+](=O)[O-])cc(C(F)(F)F)cc2[N+](=O)[O-])CC1
-0.25	-0.25	-18	CCOC(=O)C1(N(CC)CC)Sc2cc(C)ccc2NC1=O (stereo not given)
-0.01	0.24	41	S=C(Nc1ccc2nsnc2c1)NC1CCCCC1
x	x	37	Cc1ccc(-n2c(C)cc(/C=N/NC(=O)c3ccncc3)c2C)cc1C
x	x	15	CCCCNC(=O)c1ccc(/C=C2\Oc3ccccc3N(C)C2=O)cc1
-1.5	-1.4	x	CC(C)NC(=S)N=Nc1c(O)[nH]c2ccc(C(C)C)cc12
-0.28	1.6	11	CCOc1cc(C(=O)Nc2ccc3c(c2)OCO3)ccc1OCCOc1ccccc1Cl
1.2	1.1	3	CN1C(=O)N(C)C2C1N(C)S(=O)(=O)N2C (stereo not given)
1.4	1.2	x	NC1=NC(=O)/C(=C/c2cccs2)S1
3.1*	3.9*	14	CCOC(=O)c1sc2nc3c(SCC(=O)O)cc(C(=O)c4cc(F)ccc4O)cn3c(=O)c2c1C
x	x	-89	O=C(NCc1ccc2c(c1)OCO2)c1cc(-c2ccccn2)nc2ccccc12
-0.82	-0.2	8	CN(C)c1ccc(/C=N/NC(=O)C(=O)/C=C2\NC3(CCCC3)Cc3ccccc32)cc1
x	x	7	CC(=O)C1=C(C)NC(=O)NC1c1cccc([N+](=O)[O-])c1O (stereo not given)
-0.65	0.03	-119	O=C(NCc1ccccc1)NC1(C(=O)N2CCN3CCCC3C2)CCCCC1 (stereo not given)
x	x	-8	C/C(=N\NC(=O)c1cccnc1)c1nnn(-c2nonc2N)c1C
0.18	-0.11	x	CCc1ccc(NC(=O)c2cnc3n(c2=O)CCS3)cc1
-1.7	-1.6	x	Cn1cccc1Cc1nnc(SCC(=O)Nc2ccc(F)cc2F)n1-c1ccc(F)cc1
1.1	0.46	x	C/C(Cn1nc([N+](=O)[O-])cc1C)=N\NC(=O)c1cccc(Br)c1
-0.35	-0.73	x	NS(=O)(=O)c1ccc(N/C=C\C(=O)c2cccc3ccccc23)cc1
-1.5	-0.28	i	O=[N+]([O-])c1ccc(COc2ccccc2/C=N/O)cc1
1.2	3.4	x	CCOC(=O)C(C)Oc1cccc2c(=O)n(CC(=O)Nc3cccc(OC)c3)ccc12 (stereo not given)
0.19	0.1	u	Cc1ccc(CN(C)CCc2ccccn2)cc1
-0.37	-0.56	x	COc1ccc2c(c1)C(c1ccccc1)=NNC(c1ccco1)=N2
0.3	0.56	x	Cc1ccc(Nc2nc(N)nc(CN3CCN(Cc4ccc5c(c4)OCO5)CC3)n2)c(C)c1
x	x	-57	O=C(COC(=O)CCC(=O)c1cccs1)NCc1ccccc1
-0.58	-0.2	x	Cc1ccc(Nc2ccc(S(=O)(=O)N3CCOCC3)cc2[N+](=O)[O-])cc1C
-0.86	0.54	-121	CCOc1ccc(S(=O)(=O)N2CCN(c3ccccc3F)CC2)c2cccnc12
x	x	-27	CC(=O)Nc1c(Nc2ccccc2)c2ccccc2oc1=O
-1.1	-1.3	64	N#Cc1c2c(c(NCc3cccnc3)n3c1nc1ccccc13)CCC2
x	x	-20	O=C1CCCC/C1=C/Nc1cccc(C(F)(F)F)c1
0.31	-0.52	x	Cc1cc(NC(=O)C2CC(=O)OC2c2ccccc2)no1 (stereo not given)

Printed as active in INS promoter inh (from the list above):
sdo1 growth	sdo1 growth Rescue 24 h	INS promoter inh	Structure
0.81	-0.48	81*	c1ccc(OCCOCCSc2ncccn2)cc1

Four of the entries above in order of the sdo1 growth value, lowest first.
Compound,sdo1 growth
Cc1ccc(Nc2ccc(S(=O)(=O)N3CCOCC3)cc2[N+](=O)[O-])cc1C,-0.58
COc1ccc2c(c1)C(c1ccccc1)=NNC(c1ccco1)=N2,-0.37
Cc1ccc(CN(C)CCc2ccccn2)cc1,0.19
Cc1cc(NC(=O)C2CC(=O)OC2c2ccccc2)no1 (stereo not given),0.31
